Compound activity as filed in PubChem BioAssay.
VIM-2 inh = blocks Pseudomonas aeruginosa VIM-2 metallo-beta-lactamase; purified VIM-2, nitrocefin hydrolysis, epi-absorbance fluorescence; inhibition, % at 5.6 µM; 0.89% of 290,000 active; AID 1527;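 active = inhibition above the mean of all tested compounds plus 3 SD, cutoff set per screening run, cut at about 7.5% in these data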;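 note: red hydrolysis product quenches plate fluorescence so inhibitors raise well fluorescence; 0% = enzyme with DMSO and 100% = DMSO without enzyme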
CRFBP-R2 block = blocks CRF-induced signaling of the CRF-BP/CRF-R2 complex; HEK293 CRF-R2/CRF-BP, CRF-induced calcium fluorescence; inhibition, % at 11.8 µM; 0.59% of 350,000 active;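 active = inhibition of the ligand-induced calcium signal above about 50% at the single tested concentration, limit read from the data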
IMP-1 inhibitor = inhibitors of Pseudomonas aeruginosa IMP-1 metallo-beta-lactamase | purified IMP-1, nitrocefin hydrolysis, epi-absorbance fluorescence | inhibition, % at 5.6 µM | 0.45% of 290,000 active | AID 1556;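 active = inhibition above the mean plus 3 SD of all compounds in the same screening run, cut at about 4.5% in these data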;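 note: 0% = IMP-1 with DMSO and 100% = DMSO wells lacking enzyme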
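System: Purified recombinant IMP-1 metallo-beta-lactamase enzyme | Measured by: Fluorescence quenching readout, ex 480/em 530 nm | Replication: Singlicate | Incubation: 15 min preincubation plus 25 min reaction at 25 °C | Evaluation: Percent inhibition from optical density relative to buffer-blank wells | Benchmarks: DMSO with and without IMP-1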
IDE cell inh = inhibitors of human insulin-degrading enzyme in cells; P14735; HEK cells, FAbetaB cleavage, fluorescence polarization; inhibition, % at 5.59 µM; 0.41% of 320,000 active; AID 434962;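 active = percent inhibition above the average of all tested compounds plus 3 SD, set per screening campaign, cut at about 16% in these data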;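 note: IDE supplied by intact live HEK cells; FP after avidin binding of uncleaved biotin substrate so inhibition keeps polarization high; 0% = DMSO wells and 100% = 60 µM reference IDE inhibitor Ii1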
Target sequence (P14735 whole entry, looked up): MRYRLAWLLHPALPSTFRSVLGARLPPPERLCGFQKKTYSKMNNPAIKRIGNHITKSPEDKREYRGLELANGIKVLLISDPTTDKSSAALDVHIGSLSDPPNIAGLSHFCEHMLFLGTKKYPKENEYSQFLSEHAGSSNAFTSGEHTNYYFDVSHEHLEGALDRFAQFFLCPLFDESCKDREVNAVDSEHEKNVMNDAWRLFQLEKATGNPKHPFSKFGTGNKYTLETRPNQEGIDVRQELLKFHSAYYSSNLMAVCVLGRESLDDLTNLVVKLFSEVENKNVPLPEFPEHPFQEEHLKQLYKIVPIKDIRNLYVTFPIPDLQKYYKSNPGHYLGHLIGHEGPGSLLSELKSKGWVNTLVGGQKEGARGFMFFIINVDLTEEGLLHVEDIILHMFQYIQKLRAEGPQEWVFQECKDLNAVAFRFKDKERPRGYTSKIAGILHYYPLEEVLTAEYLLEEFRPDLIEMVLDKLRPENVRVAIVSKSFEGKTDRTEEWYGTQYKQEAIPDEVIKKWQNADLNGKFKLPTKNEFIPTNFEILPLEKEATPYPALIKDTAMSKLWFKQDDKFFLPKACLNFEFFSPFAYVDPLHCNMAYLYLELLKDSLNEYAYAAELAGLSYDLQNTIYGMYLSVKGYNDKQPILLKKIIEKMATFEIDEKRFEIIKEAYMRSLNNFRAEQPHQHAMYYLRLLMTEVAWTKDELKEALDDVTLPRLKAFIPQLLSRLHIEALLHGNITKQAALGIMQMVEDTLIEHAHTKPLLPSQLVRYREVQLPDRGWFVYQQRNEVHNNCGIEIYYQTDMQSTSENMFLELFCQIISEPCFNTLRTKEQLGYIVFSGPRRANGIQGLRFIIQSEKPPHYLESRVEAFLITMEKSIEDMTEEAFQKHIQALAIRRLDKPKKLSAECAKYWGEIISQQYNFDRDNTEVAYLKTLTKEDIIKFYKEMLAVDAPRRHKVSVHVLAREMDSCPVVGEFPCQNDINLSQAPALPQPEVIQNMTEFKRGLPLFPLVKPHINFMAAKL
p-CIP stab down = p/CIP protein destabilization. Q05BA5. F442A p/CIP-EGFP cells, EGFP fluorescence, 16 h. decrease of EGFP signal, % at 10 µM. 0.01% of 290,000 active;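 active = EGFP signal decrease of at least 30% at 10 µM or well 3 SD below plate mean, unless failing retest; inactive = the rest, including hits failing retest or dose response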; note: some compounds called inactive have numbers as strong as hits; many of its hits are not listed in these tables
SUMO HTRF inh = blocks human SUMOylation mediated by UBC9. HTRF SUMOylation assay, SAE1/SAE2 + UBC9, in vitro. inhibition, % at 35 µM. 0.36% of 290,000 active; in the data active = inhibition above about 50%, passing the limit was not always enough; note: strong numbers were not always called active
NS3 helicase inh = HCV NS3 helicase inhibition; NS3 helicase DNA unwinding, Cy5 molecular beacon fluorescence; inhibition, % at 10.9 µM; 0.56% of 290,000 active;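 active = inhibition above the mean of all tested compounds plus 3 SD, set per campaign, cut at about 35% in these data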;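 note: 0% = DMSO wells and 100% = thioflavine S control wells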
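assay system = NS3 helicase fragment of HCV | buffer or medium = MOPS pH 6.5, MgCl2, DTT, Tween20, BSA | timing = 60 min unwinding reaction at 25 °C after ATP addition | signal = Cy5 beacon fluorescence read at start and 1 h | read-out basis = % inhibition of unwinding | control set = low DMSO, high thioflavine S at 110 µM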
GalR3 antagonist = blocks the human galanin receptor 3; inhibition, % at 3 µM; AID 651719; 0.44% of 360,000 active; HEK293 GalR3-CNG cAMP membrane potential fluorescence; galR3 body fused to GalR1 C-terminus; O60755;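 active = inhibition above the screen-wide average plus 3 SD, cut at about 13% in these data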;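 note: forskolin and galanin both at EC90 stimulate the cells; cAMP rise reported by CNG channel membrane potential dye signal; 0% = forskolin plus galanin with DMSO and 100% = forskolin alone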
IDE cell activ = boosts human insulin-degrading enzyme activity in HEK cells; P14735; FAbeta-B cleavage, fluorescence polarization; 0% vehicle, 100% cell-free pure enzyme wells; activation, % at 5.96 µM; 0.073% of 340,000 active; AID 493087;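 active = activation above the mean of all tested compounds plus 3 SD, set per screening campaign, cut at about 17% in these data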
* marks the source's active call; other numbers are inactive results; nt = no result given. The order is random; any-hit rate near 3.2%.

SMILES	VIM-2 inh	CRFBP-R2 block	IMP-1 inhibitor	IDE cell inh	p-CIP stab down	SUMO HTRF inh	NS3 helicase inh	GalR3 antagonist	IDE cell activ
CC1(c2ccncc2)Nc2ccccc2-c2nc3ccccc3n21 (stereo not drawn)	-1.0	-15	-1.5	-3	2	-5	5	-4	-1
O=C(O)COc1nsnc1N1CCOCC1	0.8	-16	-0.5	1	2	10	-2	-4	8
COc1ccc(C2=NOC(CN3C(=O)c4ccccc4S3(=O)=O)C2)cc1 (stereo not drawn)	-0.3	-6	-4.7	4	-13	-13	1	-2	1
Cc1ccc(CN2C(=O)c3ccccc3C2C(=O)NCc2cccnc2)cc1 (stereo not drawn)	-0.3	11	-1.3	1	-14	7	-3	7	4
COc1ccc(NC(=O)CSc2nc(N)c3cc4c(nc3n2)CCCC4)cc1	-3.6	-5	-6.5	4	-10	-1	-5	-8	-1
O=C(COc1ccccc1)N1CCN(S(=O)(=O)Cc2ccccc2)CC1	-4.3	-22	-8.5	6	-6	19	8	-4	-2
COc1ccc(-c2nc(Cn3c(SCc4ccc(F)cc4)nc4ccncc43)c(C)o2)cc1OC	-5.3	21	-4.9	2	3	9	-43	nt	2
CCOC(=O)N1CC=C2C(C#N)=C(N)C(C#N)(C#N)[C@H](c3ccc(OC(C)C)c(OCC)c3)[C@H]2C1	-0.4	15	-4.0	-5	-4	-5	2	4	2
COc1cccc(OC)c1C(=O)N=c1sc2cc(S(C)(=O)=O)ccc2n1C	-0.7	-18	-0.7	-2	-1	15	-16	-2	6
O=S(=O)(N=C(NS(=O)(=O)c1ccc(Cl)cc1)c1ccccc1)c1ccc(Cl)cc1	nt	25	nt	-1	nt	nt	nt	-3	2
CCCn1cc(CN2CCC(Oc3ccc(C(=O)N4CCCC4)cc3)CC2)c(C)n1	-2.6	-9	-1.9	4	1	0	11	-6	4
Cc1cccc(NC(=O)c2cc([N+](=O)[O-])ccc2N2CCCCC2)n1	-3.2	-8	-0.8	-3	-15	0	1	3	4
O=S(=O)(NCc1ccc2c(c1)OCO2)c1cnc[nH]1	-1.9	4	-3.2	3	-11	4	3	nt	-3
Cn1c(=O)c2c(ncn2CC(=O)OCC(=O)c2ccc(F)c(F)c2)n(C)c1=O	-1.8	4	-2.8	1	11	12	16	-3	-2
CCC(=O)NS(=O)(=O)c1cccnc1Nc1ccc(Cl)cc1	-2.6	-12	-3.3	1	-9	13	4	-3	5
COc1ccc(NS(=O)(=O)c2cc(NC(=O)c3ccccn3)ccc2OC)cc1Br	nt	4	nt	2	nt	nt	nt	0	2
Cc1ccc(-c2nn(CC(=O)NCC3CCCO3)c(=O)c3ccccc23)cc1 (stereo not drawn)	-1.9	10	-2.1	1	5	2	-5	nt	-1
CCOC(=O)C1(Cc2cccc(F)c2)CCN(C(=O)c2cnccn2)CC1	-3.2	-16	-2.5	1	-1	-1	0	6	4
Cc1c(CCO)c(=O)[nH]n1S(=O)(=O)c1ccc(F)cc1	-0.8	5	-4.4	12	-2	-1	2	-3	3
O=C(Cc1cccc(NC(=O)C2CCCN(C(=O)CCc3ccccc3)C2)c1)Nc1cccc(C(=O)N2CCCC2)c1 (stereo not drawn)	nt	10	nt	1	nt	nt	nt	-4	-5
CCOc1ccccc1CN1CCNC(=O)C1CC(=O)NC1CCCCC1 (stereo not drawn)	-0.5	1	-2.0	-8	-13	12	-8	4	1
COc1ccccc1NS(=O)(=O)c1cc(NC(=S)NCC2CCCO2)ccc1C (stereo not drawn)	0.3	-3	-1.5	2	-16	9	-10	-6	-8
COC(=O)c1ccccc1NC(=O)c1ccc(COc2ccc3c(c2)CCC3)cc1	-1.8	-33	-3.3	-1	-2	-18	2	-1	3
Cc1cc2[nH]ncc2cc1NC(=S)NC(=O)c1ccccc1	-5.0	-19	-1.6	-3	-4	4	8	-6	-2
CC(C)/C(=N\NS(=O)(=O)c1ccc(Br)cc1)c1cccs1	-3.1	13	-1.8	4	22	-11	-4	-6	6
COc1ccc(/C=N/N2CCN(c3ccc(Cl)cc3)CC2)cc1	-1.9	6	-4.0	2	-5	14	-2	-4	-2
CCSc1cc(N2CCOCC2)nc(-c2ccc(Cl)cc2)n1	-3.7	-22	-1.4	1	-16	-9	4	-3	4
Cc1cc(C(=O)NCc2cccs2)nn1C	0.0	-13	-1.2	-1	-2	0	6	-3	2
O=C(NCc1ccccc1)N1CCOCC1	0.1	12	-1.4	6	-6	10	20	-1	2
CCc1ccc(NC(=O)C2CCCN(S(=O)(=O)c3cccs3)C2)cc1 (stereo not drawn)	-2.3	-13	-1.7	2	-5	26	-19	-10	0
c1ccc(OCCSc2nc3ccccc3o2)cc1	-4.2	9	-1.0	0	0	-10	-5	-12	5
C=C(C)CSc1nnc([C@H](CCSC)NC(=O)OC(C)(C)C)o1	-2.7	22	-2.0	0	-2	-13	2	-4	-2
CSc1nc2oc3c(c2c2nncn12)CC(C)(C)SC3	2.7	-19	-2.0	3	-12	-3	-6	-3	0
COc1cc([N+](=O)[O-])ccc1NC(=O)NCC1CCN(Cc2ccc(Cl)cc2)CC1	1.1	-13	1.8	-5	2	-2	-31	-11	2
CCn1c(=NC(=O)CSC(C)=O)sc2cc(OC)ccc21	-3.9	-22	2.7	-2	-4	14	-6	nt	2
CN(C)c1ccc(N2C(=NC(=O)CCC3CCCC3)SC3CS(=O)(=O)CC32)cc1 (stereo not drawn)	0.0	-13	-2.8	-1	-6	12	0	-8	-1

Some of these compounds in order of molecular weight, lowest first:
SMILES	VIM-2 inh	CRFBP-R2 block	IMP-1 inhibitor	IDE cell inh	p-CIP stab down	SUMO HTRF inh	NS3 helicase inh	GalR3 antagonist	IDE cell activ
O=C(NCc1ccccc1)N1CCOCC1	0.1	12	-1.4	6	-6	10	20	-1	2
O=C(O)COc1nsnc1N1CCOCC1	0.8	-16	-0.5	1	2	10	-2	-4	8
CC(C)/C(=N\NS(=O)(=O)c1ccc(Br)cc1)c1cccs1	-3.1	13	-1.8	4	22	-11	-4	-6	6

Continuation:
SMILES	VIM-2 inh	CRFBP-R2 block	IMP-1 inhibitor	IDE cell inh	p-CIP stab down	SUMO HTRF inh	NS3 helicase inh	GalR3 antagonist	IDE cell activ
CC(O)c1nc2ccccc2n1CC(=O)Nc1ccc2c(c1)OCCO2 (stereo not drawn)	-0.7	13	-0.2	1	-8	17	-9	-6	2
Cc1cc(N2CCN(c3ccccc3)CC2)nc(-c2ccccc2O)n1	-3.5	-5	-4.3	-2	5	7	-9	-4	4
CC(CCc1ccc(O)cc1)NC1c2ccccc2-c2ccccc21 (stereo not drawn)	-0.1	-6	-0.8	-2	-2	16	-61	-2	4
COc1ccc(S(=O)(=O)N(CC(=O)NCc2ccco2)c2ccc(C)cc2)cc1OC	0.1	6	0.6	3	-9	-1	5	-5	2
COC(=O)c1nc2ccc(N3CCOCC3)cc2c(C)c1C(=O)OC	4.5	8	-0.1	6	1	40	8	4	4
O=C(NC(=S)Nc1ccccc1N1CCCC1)c1ccccc1[N+](=O)[O-]	-3.2	2	-5.5	4	-12	-6	2	0	2
CCCCC(=O)Nc1ccc(C(=O)NN2C(=O)c3ccccc3C2=O)cc1	-0.7	-23	-3.1	1	-10	-11	4	-4	6
CC(C)CCn1c(SCC(=O)NC2CCS(=O)(=O)C2)nc2cc(Cl)ccc2c1=O (stereo not drawn)	nt	-7	nt	0	nt	nt	nt	-5	1
Cc1nc(NC(=O)COC(=O)CCc2ccccc2)c(Cl)cc1Cl	nt	2	nt	2	nt	nt	nt	0	1
CC(C)Cn1c2nc3ccccc3nc2c2c(=O)n(CCN3CCOCC3)cnc21	3.0	7	-3.1	-2	-10	15	-1	-2	3
Cc1c(NS(=O)(=O)N2CCCCC2)c(=O)n(-c2ccccc2)n1C	-3.2	-2	-3.2	2	-3	1	13	-4	4
OC12CCCCC1C(c1ccc3c(c1)OCO3)N(Cc1ccccc1F)CC2 (stereo not drawn)	-2.3	27	-0.4	3	-6	0	-2	-10	7
Cc1cc(NS(=O)(=O)c2ccc(NC(=O)CCCOc3cccc(C)c3C)cc2)no1	-1.8	3	-5.0	-4	-1	16	-16	0	-3
O=C(O)CN1CCN(Cc2ccc(Cl)cc2)C1=O	-6.1	-17	-2.0	0	-7	4	1	-1	1
C=CCN1/C(=C(\C#N)C2=NS(=O)(=O)c3ccccc32)N(C)c2ccccc21	-7.6	-5	-5.5	5	-3	6	-2	-6	2
Cc1cc(NC(=O)c2ccc(-c3ccc(F)c(Cl)c3)o2)no1	-3.6	-20	-3.0	0	4	10	-6	-3	3
COc1cc(NS(=O)(=O)c2ccc(Nc3nc(-c4ccccn4)cs3)cc2)nc(OC)n1	-5.5	17	-4.3	4	-10	13	-18	-5	7
CCOC(=O)N1CCN(S(=O)(=O)c2ccc(C(=O)Nc3sc4c(c3C(N)=O)CCN(CC)C4)cc2)CC1	6.1	-6	-0.8	9	-4	-9	-40	1	5
Oc1ccc(/C=N/NC(=S)NCC2CCCO2)cc1 (stereo not drawn)	-4.8	-2	-2.2	-4	3	0	-3	-1	-1
CCCCN(C(=O)/C=C/c1ccco1)c1c(N)n(CCC)c(=O)[nH]c1=O	-2.2	12	-1.6	-5	3	15	12	-6	5
Cc1cc(NCCc2ccccc2F)n2ncnc2n1	-1.8	4	-2.7	4	0	2	-1	-4	4
NNC(=O)C12CC3CC(C1)CC(n1ncnn1)(C3)C2	-3.3	-26	-1.9	-2	-13	-3	-4	5	2
COc1ccccc1N(O)C1CC(=O)N(c2ccc(F)cc2)C1=O (stereo not drawn)	1.0	2	-2.8	0	-6	14	17	-5	-1
CCOC(=O)c1nn(-c2ccccc2C)c2nc(CC(C)C)c(C#N)c(=O)n12	-4.2	36	-7.3	2	-11	14	-1	-4	2
C=CCn1c(SCC(=C)C)nc2c1c(=O)[nH]c(=O)n2C	nt	-3	nt	4	-11	2	nt	5	1
CC(=O)c1ccc(N2CCN(C(=O)C3CCCN(c4ncnc5c4nc4n5CCCCC4)C3)CC2)cc1 (stereo not drawn)	0.9	1	0.9	2	-1	10	-12	-6	-1
O=C(CSc1nccn(-c2ccc(Br)cc2)c1=O)NC1CCCC1	nt	12	nt	1	nt	nt	nt	1	1
CC(=O)c1ccc(NC(=O)NC2CCCCCCC2)cc1	-3.6	-6	-1.9	nt	0	-1	0	-3	5
COc1cc(NC(=S)N2CCN(S(=O)(=O)c3ccccc3)CC2)cc(OC)c1	-3.5	4	-1.6	nt	-11	-2	-6	-2	6
COc1ccc(C2C(=O)c3ccccc3C2=O)cc1	-2.4	17	0.2	3	-1	20	6	-1	-1
CCOc1ccc(C(=O)C(C)OC(=O)Cn2[nH]c(=O)c3ccccc3c2=O)cc1 (stereo not drawn)	2.6	-13	0.5	-1	-11	-2	13	-1	5
N#Cc1c(SCc2ccccc2)nc(N2CCOCC2)c2c1CCCC2	0.1	-10	0.0	2	-19	-11	-13	-1	2
COc1ccc(NC(=S)NCCCn2ccnc2)cc1	0.3	4	-1.4	2	nt	nt	5	2	4
Cc1c(C(=O)NC2CCCC2)oc2ccccc12	nt	-5	nt	-2	nt	nt	nt	-8	4
